EPAC2 antagonist: blocks human EPAC2 exchange factor | EPAC2 GEF exchange of Rap1B-BODIPY-GDP, fluorescence | AID 720708 | Potency, µM (series often up to 114 µM), inactives show top-dose activity, negative = inhibition, actives largely listed as inhibitors | Q8WZA2 | 0.18% of 360,000 active; further: on the % scale 0 is the no-effect control and ±100 the full control effect; nearly all actives have a fitted effect of over 45% in size; many of its hits are not listed in these tables
Target sequence (Q8WZA2 whole entry, looked up): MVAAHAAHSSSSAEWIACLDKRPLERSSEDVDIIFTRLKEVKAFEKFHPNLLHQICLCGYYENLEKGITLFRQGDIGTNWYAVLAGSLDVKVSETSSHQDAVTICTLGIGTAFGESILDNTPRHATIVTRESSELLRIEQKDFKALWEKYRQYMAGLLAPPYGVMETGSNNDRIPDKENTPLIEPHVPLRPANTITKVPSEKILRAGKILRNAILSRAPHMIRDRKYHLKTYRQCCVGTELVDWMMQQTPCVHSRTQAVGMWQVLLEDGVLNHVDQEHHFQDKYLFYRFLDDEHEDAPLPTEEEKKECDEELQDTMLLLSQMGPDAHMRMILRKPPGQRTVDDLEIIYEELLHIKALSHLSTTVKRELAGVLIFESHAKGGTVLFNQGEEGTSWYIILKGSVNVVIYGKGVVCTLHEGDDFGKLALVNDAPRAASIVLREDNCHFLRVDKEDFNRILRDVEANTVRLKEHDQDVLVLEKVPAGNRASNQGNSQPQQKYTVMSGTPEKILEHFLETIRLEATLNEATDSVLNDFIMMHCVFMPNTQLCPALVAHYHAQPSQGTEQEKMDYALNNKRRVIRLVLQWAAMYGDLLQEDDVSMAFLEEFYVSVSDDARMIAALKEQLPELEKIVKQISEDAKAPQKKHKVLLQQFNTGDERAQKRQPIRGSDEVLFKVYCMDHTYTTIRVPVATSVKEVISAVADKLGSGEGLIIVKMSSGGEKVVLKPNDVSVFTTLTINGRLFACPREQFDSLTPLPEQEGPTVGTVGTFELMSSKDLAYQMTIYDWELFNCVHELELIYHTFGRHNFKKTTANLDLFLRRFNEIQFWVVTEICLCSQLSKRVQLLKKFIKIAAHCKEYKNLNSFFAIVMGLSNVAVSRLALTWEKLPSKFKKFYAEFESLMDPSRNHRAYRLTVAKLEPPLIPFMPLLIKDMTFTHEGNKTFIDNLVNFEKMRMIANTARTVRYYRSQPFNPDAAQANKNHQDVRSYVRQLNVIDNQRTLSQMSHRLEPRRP
TDP-43 yeast inh: TDP-43 toxicity inhibition in yeast | TDP-43 expressing yeast growth rescue, BacTiter-Glo, 24 h | Potency, µM (series often up to 46.1 µM), without a hit: at the highest dose growth rescue (activation), most hits filed as activators | 1.8% of 410,000 active; further: % of control where 0% means no effect; nearly all actives have a fitted effect of over 50% in size
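Luminescence from BacTiter-Glo reports growth of TDP-43-expressing yeast after 24 hr at 30 deg C with compound. Cells were raffinose-pregrown to mid-log, then seeded in galactose medium at OD600=0.02.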
aSyn yeast inh: inhibitors of alpha-synuclein toxicity in yeast; Yeast expressing alpha-synuclein, growth rescue, BacTiter-Glo, 24 h; AID 652106; 0.14% of 370,000 active; Potency, µM (titrated, usually from 46.1 µM), inactives show top-dose growth rescue (activation), most hits filed as activators; further: % of control where 0% means no effect; nearly all actives have a fitted effect of over 65% in size
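Screening used galactose-induced yeast with toxic alpha-synuclein levels, exposed to compound for 24 hr at 30 deg C. Cell growth, read with BacTiter-Glo luminescence, gave the measured signal.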
EPAC1 ag: EPAC1 (human) agonism | O95398 | EPAC1 agonist qHTS, biochemical assay; response scale: 100% = response to 6.5 mM cAMP | Potency, µM (series often up to 154 µM), for the others: at the highest dose activation, usual class: activators | 0.073% of 360,000 active | AID 720707; further: nearly all actives have a fitted effect of over 60% in size
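Read-out is the fluorescence drop as BODIPY-GDP leaves Rap1B (480 nm excitation, 540 nm emission), recorded every 5 minutes over 30 minutes. Reactions held 100 nM EPAC1, 250 nM Rap1B–BODIPY-GDP and 50 uM GDP, with 6.5 mM cAMP setting full activation.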
FUS suppressor: suppressors of FUS proteinopathy in yeast; S. cerevisiae FUS-expressing, growth rescue, OD600, 24 h; Potency, µM (highest dose often 76.6 µM), without a hit: at the top dose growth rescue (activation), most hits filed as activators; 0.24% of 390,000 active;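 further: plate controls were DMSO vehicle for no effect and reference control for full effect; nearly all actives have a fitted effect of over 55% in size; some results filed as inactive show a strong effect at the top dose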
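Compound concentration series was pinned onto galactose-induced FUS-expressing yeast seeded at OD 0.005. Plates sat 24hr at 30C; absorbance at 600 nm gave growth. DMSO served as background control.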
EPAC2 ag: agonists of human EPAC2 (RAPGEF4). Q8WZA2. EPAC2 activation, biochemical qHTS; response scale: 100% = 6.5 mM cAMP response. Potency, µM (top dose mostly 154 µM), without a hit: at the highest dose activation, actives largely listed as activators. 0.079% of 360,000 active. AID 720711; further: nearly all actives have a fitted effect of over 50% in size
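EPAC2 (100 nM) mixed with Rap1B loaded with BODIPY-GDP (250 nM) plus 50 uM unlabeled GDP; compounds pinned in, 5 min RT, then read every 5 min for 30 min (ex 480, em 540 nm). Normalized to cAMP control.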
PTHR1 agonist: activates the human parathyroid hormone receptor PTHR1; Potency, µM (doses to about 115 µM), for the others: top-dose activation, usual class: activators; AID 743266; HEK293 GP2 PTHR1 cells, GloSensor cAMP luminescence, 1 h; 0.075% of 410,000 active; further: nearly all actives have a fitted effect of over 55% in size; some results filed as inactive show a strong effect at the top dose; inactives centre near -15; many of its hits are not listed in these tables
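HEK-293-derived GP2 cells expressing PTHR1 and a GloSensor cAMP reporter, 3,000/well, plated overnight, given luciferin plus IBMX (each 0.5 mM as added) for 1 h at 37 °C, then compound for 1 h at 37 °C. Luminescence was read after 15 min at room temperature.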
EPAC1 antagonist: EPAC1 (human) antagonism. O95398. EPAC1 GEF assay, Rap1b-BODIPY-GDP exchange fluorescence. Potency, µM (doses to about 115 µM), for inactives: top-dose activity change, negative = inhibition, hits mostly inhibitors. 0.14% of 360,000 active. AID 720709;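 further: plate controls were vehicle for no effect and positive control for full effect; nearly all actives have a fitted effect of over 50% in size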
Numbers without * were called inactive; i = inactive; ? = inconclusive; nt = not tested or not shown; & = joins results of further samples; [ ] = remark or other dose. The call rests on the fitted dose curve; in most records, active means well fitted curve in the direction sought with a large enough effect; inconclusive means small, poorly fitted or top-dose-only effect, or another doubt; inactive means no such curve, though single readings can be large; an effect the other way counts as inactive or inconclusive. Potency means the concentration at half of the fitted maximal effect. A portion of the library; count on the stated rates, not on these rows.

Structure	TDP-43 yeast inh	EPAC2 ag	EPAC2 antagonist	FUS suppressor	EPAC1 ag	PTHR1 agonist	aSyn yeast inh	EPAC1 antagonist
Cc1ccc(C)c(C2C(C#N)=C(N)Oc3cc(C)oc(=O)c32)c1 (centres undefined)	2%	-9%	3%	-6%	-7%	i	0%	-24%
O=C(Nc1ccnn1C1CCN(Cc2ccn[nH]2)CC1)c1ccccc1	-20%	1%	22%	nt	-3%	-3%	0%	7%
O=[N+]([O-])c1cccc(-c2n[nH]c(=S)n2-c2ccccc2)c1	4%	15%	-7%	14%	-1%	-1%	-7%	-10%
COc1ccc(C(=O)NC(Cc2ccccc2)c2ccc3c(c2)OCCCO3)cc1 (centres undefined)	-11%	10%	-5%	12%	8%	-3%[57.5 µM]	-9%	-2%
CNc1c([N+](=O)[O-])ncn1C	10%	0%	0%	-19%	7%	-8%	2%	3%
CC(=O)c1nn(-c2ccc(C)cc2)cc1C(=O)c1cccc(Br)c1	-12%	10%	1%	2%	6%	i	4%	-3%
COc1ccc(C(=O)NC2CC2)cc1OC1CCN(Cc2ccccc2)CC1	4%	6%	-2%	17%	-5%	i	-1%	-10%
C[C@@H](O)[C@H]1O[C@]2(C)CCC[C@H]1O2	0%	2%	12%	-35%	-11%	-22%	3%	3%
Cc1ccnc2nc(C(=O)NCc3ccccc3)nn12	0%	8%	11%	2%	6%	i	3%	4%
Cc1c(NC2=CC(=O)CC(C)(C)C2)ccc([N+](=O)[O-])c1C	8%	6%	0%	1%	10%	i	-12%	-20%
C/C(=N/NC(=O)c1ccn(C)n1)c1ccncc1	18%	2%	3%	-6%	19%	i	3%	0%
Cc1ccc(NC(=O)Cc2nc(COC(=O)c3c(F)cccc3Cl)cs2)cc1	3%	3%	?	22%	7%	-5%	-22%	-15%
CC(C)(C)c1ccc(C(=O)Nc2sc3c(c2C(=O)O)CCC3)cc1	-5%	-9%	-24%	17%	-7%	i	-1%	-29%
CC(=O)Nc1ccccc1NC(=O)CC(C)(C)C	-5%	1%	7%	8%	14%	i	-1%	13%
CCc1noc(C)c1C(=O)Nc1cc(Cl)ccc1N1CCOCC1	?	4%	-9%	6%	10%	-4%	3%	-13%

Three entries out of the list, sorted by count of non-hydrogen atoms, highest first.
Structure	TDP-43 yeast inh	EPAC2 ag	EPAC2 antagonist	FUS suppressor	EPAC1 ag	PTHR1 agonist	aSyn yeast inh	EPAC1 antagonist
O=C(Nc1ccnn1C1CCN(Cc2ccn[nH]2)CC1)c1ccccc1	-20%	1%	22%	nt	-3%	-3%	0%	7%
Cc1ccc(C)c(C2C(C#N)=C(N)Oc3cc(C)oc(=O)c32)c1 (centres undefined)	2%	-9%	3%	-6%	-7%	i	0%	-24%
Cc1ccnc2nc(C(=O)NCc3ccccc3)nn12	0%	8%	11%	2%	6%	i	3%	4%

Further results follow:
Structure	TDP-43 yeast inh	EPAC2 ag	EPAC2 antagonist	FUS suppressor	EPAC1 ag	PTHR1 agonist	aSyn yeast inh	EPAC1 antagonist
COc1ccc(NC(=S)N2CCC(C(=O)N3CCCCCC3)CC2)cc1	10%	5%	6%	-3%	-3%	-4%[57.5 µM]	3%	7%
Cc1cccnc1NC(=O)C1CCN(S(=O)(=O)c2ccc3c(c2)CCC(=O)N3)CC1	18%	4%	16%	-3%	-5%	i	1%	-6%
COc1ccccc1C1Nc2cccc3cccc(c23)N1	22%	13%	-7%	36%	11%	i	15%	-14%
CC1CN(C(=O)CSc2nnc(-c3ccc(Cl)cc3)n2C)CC(C)O1 (centres undefined)	-6%	1%	-1%	-20%	22%	i	9%	15%
COc1ccc(N2CCN(CC(=O)N3CCC(C)CC3)CC2)cc1	9%	3%	-7%	17%	7%	i	-9%	-1%
CC(C)(C)OC(=O)NC(Cc1ccccc1)C(=O)N1CCC(C(=O)NCC(=O)Nc2ccc(F)cc2)CC1 (centres undefined)	11%	4%	1%	31%	0%	-13%	4%	1%
Cc1ccc(N(C(=O)CC2NC(=O)NC2=O)C2(C(=O)NC3CCCC3)CCCCC2)cc1 (centres undefined)	-4%	7%	11%	25%	-2%	28%	-3%	-2%
COc1ccc(C(=O)NC[C@H]2O[C@@H](n3cnc4c(N)ncnc43)[C@H](O)[C@@H]2O)cc1OC	19%	10%	9%	-25%	1%	-19%	0%	3%
O=C(COC(=O)c1cccs1)NCc1ccccc1	-5%	-1%	11%	-2%	-4%	i	-17%	13%
CC(Cn1cncn1)NC(=O)c1cc(COc2cccc(C(F)(F)F)c2)on1 (centres undefined)	5%	-5%	0%	nt	-8%	-50%[inhibitor]	0%	2%
CC(=O)Nc1cccc(NC(=S)Nc2ccc(F)cc2F)c1	-19%	-2%	0%	3%	1%	-16%	2%	-15%
COC(=O)c1sccc1NC(=O)Nc1ccc(C)c(C)c1	13µM*	21%	-5%	0%	9%	-35%	-27%	-7%
COc1ccc(OC)c(NC(=O)CSc2nnnn2-c2ccc3c(c2)OCO3)c1	-5%	3%	-1%	-2%	0%	-4%[57.5 µM]	0%	-9%
CCOC(=O)C(CC)n1nc(C)n2c(cc3sccc32)c1=O (centres undefined)	?	5%	-14%	-15%	-4%	-24%	8%	11%
O=C(CSc1nnc(C2CC2)n1-c1ccccc1)N1CCNC1=O	-19%	8%	16%	-14%	-7%	16%	-1%	28%

Laid out differently: entries from further up.
Structure: CC1CN(C(=O)CSc2nnc(-c3ccc(Cl)cc3)n2C)CC(C)O1 (centres undefined)
  TDP-43 yeast inh: -6%	EPAC2 ag: 1%	EPAC2 antagonist: -1%	FUS suppressor: -20%	EPAC1 ag: 22%	PTHR1 agonist: i	aSyn yeast inh: 9%	EPAC1 antagonist: 15%
Structure: COc1ccc(N2CCN(CC(=O)N3CCC(C)CC3)CC2)cc1
  TDP-43 yeast inh: 9%	EPAC2 ag: 3%	EPAC2 antagonist: -7%	FUS suppressor: 17%	EPAC1 ag: 7%	PTHR1 agonist: i	aSyn yeast inh: -9%	EPAC1 antagonist: -1%
Structure: CC(C)(C)OC(=O)NC(Cc1ccccc1)C(=O)N1CCC(C(=O)NCC(=O)Nc2ccc(F)cc2)CC1 (centres undefined)
  TDP-43 yeast inh: 11%	EPAC2 ag: 4%	EPAC2 antagonist: 1%	FUS suppressor: 31%	EPAC1 ag: 0%	PTHR1 agonist: -13%	aSyn yeast inh: 4%	EPAC1 antagonist: 1%

Following part
Structure	TDP-43 yeast inh	EPAC2 ag	EPAC2 antagonist	FUS suppressor	EPAC1 ag	PTHR1 agonist	aSyn yeast inh	EPAC1 antagonist
COC(=O)c1sccc1NC(=O)c1ccoc1C	12%	11%	2%	5%	4%	-11%	-7%	2%
CC(=O)Nc1ccc(N2CCN(C(C)=O)CC2)cc1	5%	13%	0%	10%	5%	-7%[57.5 µM]	1%	-2%
CCCn1c(NCc2ccccc2NS(=O)(=O)c2ccc(C)cc2)nc2ccccc21	-8%	5%	-24%	nt	11%	2%	-1%	-16%
Cn1cccc1/C=N/NC(=O)C12CC3CC(CC(C3)C1)C2	2%	0%	-1%	8%	3%	-12%	3%	-7%
COc1ccc(CCNC(=O)C2CC3Cn4c(nc5cc6ccccc6cc54)C3N2C)cc1 (centres undefined)	10%	-1%	0%	-23%	-23%	-53%[inhibitor]	1%	-23%
O=C(CCNC(=O)c1ccccc1Cl)N/N=C\c1ccc(O)cc1	?	0%	6%	3%	-10%	6%	-2%	-6%
Cc1ccc(-n2ncc3c(NCCCN4CCOCC4)ncnc32)c(C)c1	-15%	-3%	7%	7%	-14%	i	-1%	0%
CCOC(=O)c1c(C)[nH]c(C(=O)C(C)Sc2ccc(Cl)cc2)c1C (centres undefined)	21%	18%	-8%	6%	7%	-21%[57.5 µM]	12%	-9%
COc1ccc(-c2ccc(-c3nc4ccc(C)cn4c3NC3CCCCC3)cc2OC)cc1	?	6%&12%	-6%&-1%	?	5%&-8%	-12%	-45%&-30%[inhibitor]	-13%&8%
O=C(NC(=S)Nc1cccc2c(O)cccc12)c1ccco1	?	6%	3%	35%	-6%	i	-10%	-24%
O=C1NC[C@@H](CCCCN2C[C@H](Cc3ccc(O)cc3)N(CCc3ccccc3)C(=O)C2=O)N(CCC2CCCCC2)C1=O	0%	3%	-10%	?	-4%	16%	0%	-10%
O=C(O)c1ccnc(SCC(=O)c2ccccc2)c1	-14%	-20%	12%	-4%	0%	-9%	-1%	4%
COc1ccc(-c2csc3nc(C)nc(N4CCN(C(C)=O)CC4)c23)cc1OC	25%	4%	-10%	10%	-4%	i	2%	-4%
Cc1ccc(NC(=O)CC2SC(=Nc3ccc(O)cc3)NC2=O)cc1 (centres undefined)	-12%	-5%	-2%	36%	-10%	i	-1%	?
CCOC(=O)NC(=O)COC(=O)c1cccc2ccccc12	?	-6%	-12%	-4%	-2%	-7%	-2%	-26%
O=C(CSc1nc2c(cnn2-c2ccc(F)cc2)c(=O)[nH]1)N1CCCCCC1	-4%	10%	3%	-15%	-9%	-19%	-3%	2%
CC(C)(C)NC(=O)NC(=O)COC(=O)CCC1CCCCC1	22%	-6%	-6%	34%	-12%	-4%[57.5 µM]	7%	-8%
CCOC(=O)c1c(C)sc2c1N(C(=O)CN(CC)CC)c1ccccc1S2	-2%	-1%	10%	6%	0%	-5%	-1%	0%
